High-throughput results: PubChem, Broad Institute
BL2 CD40 inh = CD40 pathway inhibition in BL2 cells; BL2 NF-kB luciferase reporter, CD40L-induced, 4 h; 83,000 tested, 0.94% active; AID 1053188; inhibition, % at 10 µM;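 active = mean inhibition of at least 50% with a set share of replicates also reaching that level; inconclusive = no clear call, values can overlap the other calls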;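 note: 0% = neutral control wells and 100% = IKK inhibitor VII at 50 µM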
Numbers without * were called inactive; ? = inconclusive; & = joins results of further samples; [ ] = dose if it differs, or a comment. Only part of the results is shown; rates above refer to the full screens.

mol | BL2 CD40 inh
C[C@@H]1CN([C@H](C)CO)C(=O)c2c(c3ccccc3n2C)-c2ccccc2CO[C@@H]1CN(C)C(=O)Oc1ccccc1 | 21
CC(C)(C)c1ccc(CN2C(=O)CN=C(c3ccccc3)c3ccccc32)cc1 | 12
CC12CC[C@H]3[C@@H](CCC4(O)C[C@H](O)CCC34/C=N/NC(=O)Cc3ccccc3)C1(O)CCC2C1=CC(=O)OC1 (some centres not stated) | ?
CCOC(=O)c1c(N)n(Cc2ccco2)c2nc3ccccc3nc12 | 5
O=C(Cc1ccncc1)N1CCCCN2[C@@H](CO)[C@@H](c3ccc(C#Cc4ccccc4F)cc3)[C@@H]2C1 | -9[25 µM]
Cn1cc(C(=O)N2CCCCC2)c2ccccc21 | 3
Cn1cccc1C1CCCN1CC(=O)Nc1ccc(C#N)c(Cl)c1 (configuration not stated) | -1
C[C@H](CO)N1C[C@H](C)[C@@H](CN(C)C(=O)Oc2ccccc2)OCc2cnnn2CCCC1=O | 0
CC(=O)Nc1ccc(OCCF)cc1 | 15
COc1ccc2oc3c(c2c1)NC(=O)CN=C3c1ccccc1 | 1
ClCCN(CCCl)c1ccc(C=Cc2ccncn2)cc1 | -33
Nc1nc(SCCC(F)=C(F)F)n[nH]1 | 5
CN1[C@@H]2Cn3c(cccc3=O)[C@H]1[C@@H](C(=O)NCC1CC1)[C@@H]2CO | -1[25 µM]
OC(Cc1ccccc1)(c1ccccc1)C1CN2CCC1CC2 (configuration not stated) | 7
CCNC(=O)[C@H]1O[C@@H](n2cnc3c(N)ncnc32)[C@H](O)[C@@H]1O | 3
O=C(NCCCN1CC1)Nc1cccc2ccccc12 | -3
O=C(O)C12C3CCCC1C32c1ccccc1 (configuration not stated) | 3
Cc1ccc2c(c1)N(C(=O)CCC(=O)N1CCC3(CC1)OCCO3)CCO2 | -8
CCOc1ccccc1N=C1SCCCN1C | 6
CCCCn1c(=O)c(C(=O)NCc2ccncc2)c(O)c2ccccc21 | -9
COc1ccc(F)cc1C(=O)C1CCCN(Cc2cnc(C)s2)C1 (configuration not stated) | 12
COc1ccc(-n2c(C)cc(C(=O)C[N+]34CCN(CC3)CC4)c2C)cc1 | 7
O=C(O)[C@H]1[C@H](CO)[C@H]2Cn3c(ccc(-c4cccnc4)c3=O)[C@@H]1N2C(=O)Nc1cc(F)ccc1F | -4[25 µM]
O=C(Nc1cccc(Cl)c1)OC1CN2CCC1CC2 (configuration not stated) | -51
C[C@H]1CCCC(=O)CCC/C=C/c2cc(O)cc(O)c2C(=O)O1 | 43*
CCc1cccc(CC)c1N(COC)C(=O)CCl | 3
O=C(Cc1ccncc1)N1CCCCN2[C@H](CO)[C@@H](c3ccc(C#Cc4ccccc4F)cc3)[C@@H]2C1 | -21[25 µM]
CC(C)C[C@H](NC(=O)[C@@H]1CCCN1C(=O)[C@@H](N)Cc1ccc(O)cc1)C(=O)NCC(N)=O | 0
CC(=O)N1C[C@@H]2N[C@H](C1)C2c1ccc(Br)cc1 (some centres not stated) | -8&10
C[C@@H]1CN([C@H](C)CO)C(=O)c2c(c3ccccc3n2C)-c2ccccc2CO[C@H]1CN(C)C(=O)Oc1ccccc1 | 9
c1ccc2c(N3CCNCC3)nsc2c1 | 11
O=C(Cc1cccnc1)N1CCCCN2[C@H](C1)[C@H](c1ccc(C#CC3(O)CCCC3)cc1)[C@@H]2CO | 2[25 µM]
Cc1cccc(C(O)(C(=O)O)c2ccccc2)c1 (configuration not stated) | 15
CC12CN3CC(C)(CN(C1)C3c1cccnc1)C2=O (configuration not stated) | 11
CN1C(=O)NC(=O)C2(Cc3ccccc3N3CCOCC32)C1=O (configuration not stated) | 8
O=C(c1cc2nc(-c3ccccc3)cc(-c3ccccc3)n2n1)N1CCC2(CC1)OCCO2 | 14
CN(C(=O)Oc1ccc(C(=O)c2ccc(Cl)cc2)cc1)c1ccccc1 | 4
OC[C@H]1[C@@H]2c3ccccc3NC[C@@H]2N1Cc1cccnc1 | 0[25 µM]
COC(=O)[C@@H]1[C@@H](CO)[C@@H]2Cn3c(ccc(-c4cccnc4)c3=O)[C@H]1N2S(=O)(=O)c1ccccc1C | 2[25 µM]
O=C(O)[C@@H]1[C@@H](CO)[C@@H]2Cn3c(ccc(-c4ccc(F)cc4)c3=O)[C@H]1N2CC1CCCCC1 | 2[25 µM]
O=C(Cc1cccnc1)N1CCCCN2[C@H](CO)[C@H](c3ccc(C#CC4CCCC4)cc3)[C@H]2C1 | 1[25 µM]
C[C@]12CC[C@@H](O)CC1=CCC1C2CC[C@@]2(C)C1CC[C@@H]2N (some centres not stated) | -4
c1cc2c(cc1NC1=NCCO1)CCCC2 | 2
CN(C)P(=O)(N(C)C)N1CC1 | 6
COc1ccc(C2SCC(=O)Nc3c2c(C)nn3C2CCOC(C)(C)C2)cc1 (configuration not stated) | -2
O=C(CN1CCOCC1)c1cccc2ccccc12 | 1
OC(C#CCN1CCOCC1)(c1ccccc1)C1CCCC1 (configuration not stated) | 4
COc1ccc(OC)c(C(O)C(C)N)c1 (configuration not stated) | -7
Oc1ccc2c3c1OC1c4[nH]c5ccccc5c4CC4(O)C(C2)N(CC2CC2)CCC314 (configuration not stated) | -18[25 µM]
O=C(c1cn(Cc2ccccc2)c2ccccc12)N1CCCCC1 | 6

Remaining list, next part.
mol | BL2 CD40 inh
COc1ccc(C(CNC(=O)c2ccc3c(c2)CCC3)N(C)C)cc1 (configuration not stated) | 6
CC(=O)N(C1=NCCCS1)c1ccc(Cl)cc1 | 5
C[C@@H]1CN([C@@H](C)CO)C(=O)CCCn2cc(nn2)CO[C@H]1CN(C)C(=O)Oc1cccc2ccccc12 | 6[25 µM]
COc1ccc2nc(NC3=NCCN3)sc2c1 | -59
c1ccc2c(NC3=NCCS3)cccc2c1 | -12
CCCC(C)(COC(N)=O)COC(=O)NC(C)C (configuration not stated) | 17
CNC(=O)Oc1c(C)[nH]ccc1=O | 5
C[C@H]1CC[C@@]2(C)[C@@H](CC[C@@H]3[C@@H]2CC[C@]2(C)[C@@H](O)CC[C@@H]32)C1 | -9
CC1(C)NC(=S)C(C)(C)N1N=O | 2
CN1CCC(N(C)c2ncnc3ccc(Br)cc23)CC1 | 4
Cc1ccc(OC(=O)N(C)C[C@H]2OCc3cnnn3CCCC(=O)N([C@H](C)CO)C[C@H]2C)cc1 | 2[25 µM]
Cc1c(C(=O)N2CCC3(CC2)OCCO3)oc2ccc(S(=O)(=O)N3CCCCC3)cc12 | 8
COCc1cc(C2SCC(=O)Nc3c2c(=O)[nH]n3C(C)C)ccc1OC (configuration not stated) | 4
N#CC(C#N)=NNc1cccc(Cl)c1 | 75*[25 µM]
CN1[C@@H](CO)[C@@H]2c3ccccc3NC[C@@H]21 | -11[25 µM]
N/C(=N\[N+](=O)[O-])N1CCN(C(=O)Oc2ccccc2)CC1 | 4
COc1ccc(OC(=O)N(C)C[C@@H]2OCc3ccccc3-c3c(n(C)c4ccccc34)C(=O)N([C@@H](C)CO)C[C@@H]2C)cc1 | 13
CC(C)(C)c1cc([N+](=O)[O-])cc(C(C)(C)C)c1O | 8
COc1ccc(C(=O)C2CCCN(Cc3ccc(C)s3)C2)c(OC)c1 (configuration not stated) | 12
O=C1CC(=O)N(c2ccc3c(c2)OCO3)C(=O)N1 | -8

Some of the entries so far, field by field:
smiles: N/C(=N\[N+](=O)[O-])N1CCN(C(=O)Oc2ccccc2)CC1
- BL2 CD40 inh = 4

smiles: COc1ccc(OC(=O)N(C)C[C@@H]2OCc3ccccc3-c3c(n(C)c4ccccc34)C(=O)N([C@@H](C)CO)C[C@@H]2C)cc1
- BL2 CD40 inh = 13

Later entries:
mol | BL2 CD40 inh
CC1CC(C)CC(C)C(O)C(C#N)=CC=CCC(C2CCCC2C(=O)O)OC(=O)CC(O)C(C)C1 (configuration not stated) | 94*
CC(C)c1c(CN(C)C(C)Cc2ccccc2)n(C)n(-c2ccccc2)c1=O (configuration not stated) | -16
CN1[C@@H]2c3cccc(=O)n3C[C@H]1[C@H](CO)[C@H]2C(=O)NCC1CC1 | 15
O=C1C2CCN(CC2)C1Cc1ccccc1O (configuration not stated) | 11
O=C(O)[C@@H]1[C@@H](CO)[C@@H]2Cn3c(ccc(-c4ccccc4)c3=O)[C@H]1N2S(=O)(=O)c1ccccc1F | 5[25 µM]
O=C(Cn1ncn2c(cc3cc(F)ccc32)c1=O)N1CCC2(CC1)OCCO2 | 4
COP(=O)(OC)OC=C(Cl)Cl | 3
O=C(O)COc1ccccc1 | 12
FC(F)(F)CN1C[C@@H]2C(c3ccc(Br)cc3)[C@H](C1)N2CC1CC1 (some centres not stated) | -4
CN(C(=O)Cc1ccc2c(c1)OCO2)C1CCCN(Cc2ccccc2F)C1 (configuration not stated) | 9

A second format for some results above.
structure: FC(F)(F)CN1C[C@@H]2C(c3ccc(Br)cc3)[C@H](C1)N2CC1CC1 (some centres not stated)
  BL2 CD40 inh: -4

structure: CN(C(=O)Cc1ccc2c(c1)OCO2)C1CCCN(Cc2ccccc2F)C1 (configuration not stated)
  BL2 CD40 inh: 9

(continued)
mol | BL2 CD40 inh
COc1ccc2[nH]cc(C(=O)CN(C)C)c2c1 | 5
O=C(O)C[C@H]1CC[C@@H]2NC[C@H](O)COC[C@H]2O1 | -1[25 µM]
O=C(O)[C@H]1[C@H](CO)[C@H]2Cn3c(ccc(-c4ccncc4)c3=O)[C@@H]1N2C(=O)C1CCCCC1 | 0
COc1cc(C2c3cc4c(c(O)c3CC3COC(=O)C32)OCO4)cc(OC)c1OC (configuration not stated) | -16
O=C(Cc1ccccn1)N1CCCCN2[C@@H](CO)[C@H](c3ccc(Br)cc3)[C@@H]2C1 | -1[25 µM]
O=C(Cc1cccnc1)N1CCCCN2[C@@H](CO)[C@H](c3ccc(C#CC4(O)CCCC4)cc3)[C@@H]2C1 | 5[25 µM]
CCOc1cc(C2NCc3ccccc3-n3cccc32)ccc1OC (configuration not stated) | 0
O=C(Cc1ccncc1)N1CCCCN2[C@H](C1)[C@@H](c1ccc(C#Cc3ccccc3F)cc1)[C@@H]2CO | -15[25 µM]
CCOC(=O)C1(CCc2ccccc2)CCN(C2CCSCC2)CC1 | 12
O=C(NC12CC3CC(CC(C3)C1)C2)OC1CN2CCC1CC2 (configuration not stated) | 11

Some of the entries so far, field by field:
> C[C@@H]1CN([C@H](C)CO)C(=O)c2c(c3ccccc3n2C)-c2ccccc2CO[C@@H]1CN(C)C(=O)Oc1ccccc1
  BL2 CD40 inh = 21
> CC(C)(C)c1ccc(CN2C(=O)CN=C(c3ccccc3)c3ccccc32)cc1
  BL2 CD40 inh = 12
> CC12CC[C@H]3[C@@H](CCC4(O)C[C@H](O)CCC34/C=N/NC(=O)Cc3ccccc3)C1(O)CCC2C1=CC(=O)OC1 (some centres not stated)
  BL2 CD40 inh = ?
> CCOC(=O)c1c(N)n(Cc2ccco2)c2nc3ccccc3nc12
  BL2 CD40 inh = 5

New compounds follow:
mol | BL2 CD40 inh
O=[N+]([O-])c1ccc(Cl)c(Cl)c1Cl | 4
O=C(Cc1ccccn1)N1CCCCN2[C@H](C1)[C@H](c1ccc(-c3ccccc3F)cc1)[C@@H]2CO | 8[25 µM]
CC(N)C(=O)OC(C)(C)Cc1ccc(Cl)cc1 (configuration not stated) | 0
C[N+]1(C)[C@@H]2CC(OC(=O)[C@H](CO)c3ccccc3)C[C@H]1[C@@H]1O[C@@H]12 (some centres not stated) | 9&8
Cc1c(C(=O)O)cc(-c2ccccc2)n1Cc1ccccc1 | 11
Cc1ccc(O)c(CN2CCC3CCC(C3)C2)c1 (configuration not stated) | -13
O=C1CNC[C@@H]2[C@H](c3ccc(Br)cc3)[C@H](CO)N12 | -13[25 µM]
COc1ccc(OCC(=O)N2CCN(C3CCC(c4ccccc4)CC3)CC2)cc1 (configuration not stated) | 3
COc1ccc(C(=O)C2CCCN(Cc3ccccn3)C2)c(OC)c1 (configuration not stated) | 0
C[C@H](CO)N1C[C@H](C)[C@@H](CN(C)C(=O)Oc2ccccc2)OCc2ccccc2-c2c(n(C)c3ccccc23)C1=O | 16
COc1ccccc1CN1[C@H](CO)[C@H](c2ccccc2)C12CN(C(=O)Cc1ccccc1)C2 | 20[25 µM]
CC(=O)c1ccc(OCC(=O)N2CCCC(N(C)Cc3ccccc3)C2)cc1 (configuration not stated) | 1
Cc1ccc(OC(=O)N(C)C[C@H]2OCc3cnnn3CCCC(=O)N([C@@H](C)CO)C[C@H]2C)cc1 | -3[25 µM]
Cc1cc2c(cc1C)NP(=S)(c1ccccc1)N2 | -33
C#C[C@]1(O)CCC2C3CC=C4C[C@H](O)CC[C@]4(C)C3CC[C@@]21C (some centres not stated) | 10
Cc1cccc(C(C)c2cnc[nH]2)c1C (configuration not stated) | 0[25 µM]
O=C(Cc1ccccn1)N1CCCCN2[C@H](C1)[C@@H](c1ccc(-c3ccccc3F)cc1)[C@@H]2CO | 17[25 µM]
O=C(C1CCC(=O)N1Cc1ccc(F)cc1)N1CCC2(CC1)OCCO2 (configuration not stated) | 4
CC(C(=O)OC1CC2CCC(C1)N2C)c1ccc(Br)cc1 (configuration not stated) | -7[25 µM]
CC12CN3CC(C)(CN(C1)C31CCSCC1)C2=O | -2

Single entries from above:
In BL2 CD40 inh, `O=C(C1CCC(=O)N1Cc1ccc(F)cc1)N1CCC2(CC1)OCCO2` (configuration not stated) reads 4
In BL2 CD40 inh, `C[C@H](CO)N1C[C@H](C)[C@@H](CN(C)C(=O)Oc2ccccc2)OCc2ccccc2-c2c(n(C)c3ccccc23)C1=O` reads 16

The results go on.
mol | BL2 CD40 inh
O=[N+]([O-])c1ccc(NC2CCCC2)c2ccncc12 | 14
Cc1nn(Cc2ccccc2)c(C)c1C(=O)NC1CCCc2ccccc21 (configuration not stated) | 13
C[C@]12CCC3C(CC[C@H]4C[C@@H](O)CC[C@]34C)C1[C@H]1CN=N[C@H]1[C@@H]2O (some centres not stated) | -1
COC(=O)[C@@H]1[C@@H](CO)[C@@H]2Cn3c(cccc3=O)[C@H]1N2CCc1ccccc1 | 3[25 µM]
O=C(Nc1ccc(Cl)cc1C(=O)c1ccccc1)c1ccco1 | 8
O=C1NC(c2cccnc2)Nc2sc3c(c21)CCCC3 (configuration not stated) | -88
CCCCOc1ccc(CN2CCN(CCO)CC2)cc1 | -38
